# Compound activity deposited in PubChem by several laboratories.
# NRP1-CendR mod – modulators of CendR peptide binding to NRP-1, primary screen, biochemical, fluorescence polarization, uHTS. Neuropilin-1 (Homo sapiens), O14786. FAM-RPARPAR peptide binding to NRP-1. inhibition, % at 25 µM. 0.85% of 360,000 active;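 active means inhibition or corrected inhibition above about 18%, plus a signal ratio from 0.5 to 1.5, limit read from the data, passing the limit was not always enough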; further: strong numbers were not always called active
# Target sequence (O14786 whole entry, looked up): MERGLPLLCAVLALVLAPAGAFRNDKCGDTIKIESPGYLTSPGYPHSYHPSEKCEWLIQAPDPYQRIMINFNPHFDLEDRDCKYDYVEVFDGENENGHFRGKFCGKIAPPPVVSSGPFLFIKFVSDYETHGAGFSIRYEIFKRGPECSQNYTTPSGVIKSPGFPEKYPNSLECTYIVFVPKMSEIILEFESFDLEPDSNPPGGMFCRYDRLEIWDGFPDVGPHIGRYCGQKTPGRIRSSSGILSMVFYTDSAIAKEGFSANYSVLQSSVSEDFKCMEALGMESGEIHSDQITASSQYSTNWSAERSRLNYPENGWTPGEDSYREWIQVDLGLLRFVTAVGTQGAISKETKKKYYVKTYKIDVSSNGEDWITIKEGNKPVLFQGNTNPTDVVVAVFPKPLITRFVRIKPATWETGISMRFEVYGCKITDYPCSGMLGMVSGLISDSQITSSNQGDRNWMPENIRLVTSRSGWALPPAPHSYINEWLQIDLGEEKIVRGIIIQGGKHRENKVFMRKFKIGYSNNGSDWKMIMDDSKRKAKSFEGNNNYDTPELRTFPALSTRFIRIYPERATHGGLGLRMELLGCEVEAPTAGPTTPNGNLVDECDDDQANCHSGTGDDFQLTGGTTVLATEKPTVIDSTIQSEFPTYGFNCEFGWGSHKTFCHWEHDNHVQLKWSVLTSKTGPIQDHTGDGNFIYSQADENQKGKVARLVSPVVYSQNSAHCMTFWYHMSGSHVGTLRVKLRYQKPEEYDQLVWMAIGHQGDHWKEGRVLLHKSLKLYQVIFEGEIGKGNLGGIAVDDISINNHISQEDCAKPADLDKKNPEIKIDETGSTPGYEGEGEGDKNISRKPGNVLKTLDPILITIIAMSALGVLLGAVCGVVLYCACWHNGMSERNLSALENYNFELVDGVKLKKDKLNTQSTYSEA
# MsrA act – bovine MsrA enzyme activators, primary screen, biochemical, absorbance, HTS; Methionine sulfoxide reductase A (Bos taurus); purified bovine MsrA, absorbance read-out; activation, % at 10.6 µM; 0.3% of 360,000 active; AID 602163, 2012; in the data active means activation above about 7.5%;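 further: 0% = vehicle and 100% = reference activator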
# FAS-TE inh – FAS thioesterase domain inhibitors, primary screen, biochemical, fluorescence intensity, uHTS; Fatty acid synthase (Homo sapiens), P49327; recombinant FAS-TE, OMFH fluorogenic substrate, fluorescence endpoint; inhibition, % at 15 µM; 0.67% of 360,000 active; AID 602261, 2012;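 active means compounds whose normalised, plate-corrected inhibition of enzyme fluorescence in the single-dose primary screen is 50% or more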;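 further: 0% = DMSO with enzyme and 100% = substrate without enzyme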
# PABP1 MLLE inh – inhibitors of PABP1 MLLE–PAM2 peptide binding, primary screen, biochemical, fluorescence polarization, FITC-PAM2, GST-MLLE | Polyadenylate-binding protein 1 (Homo sapiens), P11940 | inhibition, % at 20 µM | 0.36% of 360,000 active | AID 588489, 2011; in the data active means inhibition above about 35%, passing the limit was not always enough;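 further: plate controls were DMSO wells with GST-MLLE for no effect and wells lacking GST-MLLE protein for full effect; some results filed as inactive read as strong as hits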
# MsrA inhibitor – bovine MsrA enzyme inhibitors, primary screen, biochemical, absorbance, HTS. Methionine sulfoxide reductase A (Bos taurus). inhibition, % at 15.5 µM. AID 651718, 2012. purified bovine MsrA, absorbance read-out. 0.75% of 360,000 active; in the data active means inhibition above about 4.5%;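 further: 0% = vehicle wells with enzyme and 100% = reference inhibitor wells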
# MT1-MMP act inh – blockers of MT1-MMP proenzyme processing, primary screen, HT1080 RFP-PRO-GFP cells, GFP/RFP fluorescence. Matrix metalloproteinase-14 (Homo sapiens), P50281. GFP/RFP ratio fluorescence, overnight; percent of plate control window, DMSO zero. GFP/RFP ratio change, % at 20 µM. 0.061% of 360,000 active. AID 651647, 2012;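 active means GFP/RFP ratio change of at least 30% with cell ATP level not reduced by more than half and red fluorescence within 50% of control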; further: strong numbers were not always called active
#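 Test system: HT1080 RFP-PRO-GFP cells; Benchmarks: DMSO and RFP-L50D-GFP cell wells; Timing: cells overnight before dosing, compound overnight, 37 °C, 5% CO2; Compound: one 20 µM compound dose with 1% DMSO; Read-out: GFP/RFP fluorescence ratio.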
# eLon inh – inhibitors of E. coli Lon protease, primary screen, biochemical, fluorescence polarization | P0A9M0 | purified E. coli Lon protease | inhibition, % at 7.94 µM | 0.42% of 360,000 active | AID 602123, 2011; in the data active means inhibition above about 13%, passing the limit was not always enough;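 further: 0% = enzyme with probe and DMSO and 100% = no enzyme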
# SKN-1 inh – suppressors of acrylamide-induced Pgst-4::GFP reporter in worms, primary screen, SKN-1 inhibitor project, whole organism, uHTS, GFP/RFP fluorescence ratio, strain VP596; AID 624304, 2012; C. elegans VP596 Pgst-4::GFP/RFP ratio, 24 h; inhibition, % at 21.8 µM; 0.49% of 360,000 active;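 active means interference check ratio from 0.5 to 1.5 plus GFP to RFP signal ratio inhibition reaching or exceeding a fixed threshold, cut at about 30% in these data, passing the limit was not always enough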; further: some compounds called inactive have numbers as strong as hits
# Tb MetRS inh – T. brucei MetRS inhibitors, primary screen, biochemical, luminescence; 0.4% of 360,000 active; inhibition, % at 11.9 µM; purified T. brucei MetRS, ATP depletion, Kinase-Glo luminescence; methionyl-tRNA synthetase (Trypanosoma brucei brucei);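 active means inhibition above a per-plate cutoff of the control wells' mean inhibition plus 3 SD, cut at about 5.5% in these data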;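 further: 0% = DMSO wells median and 100% = median of wells with control inhibitor compound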
#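 Dosing: 11.9 µM single point; system: parasite MetRS enzyme; technique: luminescence of leftover ATP; times: 15 min enzyme-compound preincubation, 2 h reaction, 10 min detection, 25 °C; replicates: each compound tested once; read-out basis: percent inhibition relative to median high and low control wells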
# * marks the source's active call; other numbers are inactive results; · = not tested or not shown.
# Under each structure: NRP1-CendR mod	MsrA act	FAS-TE inh	PABP1 MLLE inh	MsrA inhibitor	MT1-MMP act inh	eLon inh	SKN-1 inh	Tb MetRS inh
- CC(=O)Nc1ccc(NC(=O)COc2ccc(Br)cc2C)cc1
    6	-7	-5	12	0.1	1	-8	-3	0.2
- COc1cc(C=O)ccc1OCCOc1ccccc1[N+](=O)[O-]
    -3	-7	2	-3	1.8	3	-3	-2	0.2
- S=c1[nH]nc(-c2ccco2)n1C1CCCCC1
    -2	-1	-8	18	-0.5	1	7	3	-0.8
- CCNC(=O)CC1SC(=Nc2ccccc2C)N(C)C1=O (stereo not given)
    -16	-1	-9	5	0.4	9	-4	-14	0.7
- COc1ccc(C=O)cc1CN1C(=O)c2ccccc2C1=O
    2	-3	-2	4	-0.1	-3	9	-4	-0.6
- COc1ccc(OC)c(N=C(N)N=C(N)N)c1
    -7	-9	-1	5	-0.1	0	-7	-14	-0.5
- O=C(COC(=O)c1cc([N+](=O)[O-])ccc1N1CCOCC1)NC1CCS(=O)(=O)C1 (stereo not given)
    4	-4	16	6	4.2	6	7	8	0.3
- Cc1ccc(Nc2nc(N)c([N+](=O)[O-])c(N3CCC(C)CC3)n2)cc1C
    -3	-5	41	13	0.0	-5	-5	5	-0.7
- CCc1ccc(-c2csc3ncn(CC)c(=O)c23)cc1
    7	-3	-7	10	-0.8	-5	0	-7	-0.3
- CC(C)N1CCc2c(sc(NC(=O)Cc3ccccc3)c2C#N)C1
    -11	-9	-5	-4	-1.5	-3	-9	-21	-1.2
- Cc1cc(C)cc(-n2nnc3ccccc3c2=O)c1
    11	0	-4	10	0.0	4	5	4	-0.1
- COc1cc(OC)c(NC(=O)CN(C)S(=O)(=O)c2ccc(-c3ccc(=O)[nH]n3)s2)cc1Cl
    -10	-9	9	-12	0.1	2	3	-12	1.4
- Cc1ccccc1OCc1nc(-c2ccc(NC(=O)c3ccc4c(c3)OCO4)cc2)no1
    -6	-7	7	-7	-0.1	4	-3	7	-1.2
- C/C(CC(=O)Nc1cccnc1)=N\NC(=O)C(=O)NC(C)C
    -1	1	-6	1	-0.6	4	4	-2	-0.5
- CN(C)CCCNC(=O)C[C@H]1C[C@H](C(=O)N2CCCCC2)[C@@]2(C)c3[nH]c4cc(-c5ccco5)ccc4c3CCN2C1=O
    -13	-6	-4	3	1.4	·	1	-5	-0.9

# Under each structure: NRP1-CendR mod	MsrA act	FAS-TE inh	PABP1 MLLE inh	MsrA inhibitor	MT1-MMP act inh	eLon inh	SKN-1 inh	Tb MetRS inh
- Cc1ccnc(NC(=O)C2CCN(S(=O)(=O)c3ccc4ccccc4c3)CC2)c1
    -20	-2	14	1	1.4	-1	-4	1	-0.6
- CCCCn1cnc2c(SCc3ccc(Br)cc3)nc(N)nc21
    -2	-3	10	4	-0.1	10	-5	-15	0.1
- Cc1ccccc1N(C(=O)c1ccccn1)C(C(=O)NCc1ccccc1)c1ccncc1 (stereo not given)
    5	-8	-3	-2	-0.9	2	0	17	-0.8
- COC(=O)CN(Cc1ccccc1)S(=O)(=O)c1ccc(OC)c(OC)c1
    13	1	-2	10	-0.5	-1	-8	17	-0.1
- C=CCOn1c(=O)c(-c2ccc(Cl)cc2)[n+]([O-])c2ccccc21
    1	-4	0	6	0.3	2	-1	-1	0.2
- COn1c(C)c(C)c2c3nonc3ccc21
    -5	-1	-2	-7	1.2	-17	-15	19	0.7
- COc1ccc(N2CCN(C(=O)c3sc4nc(-c5ccc(F)cc5)cn4c3C)CC2)cc1
    -6	0	-2	10	0.4	-4	-3	-7	-0.1
- CCc1ccc(CNC(=O)CCCC(=O)n2nc(C)c3ccccc32)cc1
    10	-7	5	-1	0.7	1	-2	-11	-0.6
- Cc1ccc(CCNc2ccc3ccccc3c2)cn1
    3	-2	1	12	-0.1	4	4	6	-0.1
- CCCC(=O)C1C(=O)CC(CC(C)SCC)CC1=O (stereo not given)
    -12	-3	-5	3	0.5	9	-4	8	-1.7
- COc1cc(NC(=O)CCN2C(=O)NC3(CCCC3)C2=O)c(OC)cc1Cl
    -8	-5	-4	-10	0.3	0	4	1	-0.5
- Cc1cccc(C(=O)c2ccccc2C(=O)O)c1O
    15	-3	-6	4	0.3	1	5	15	-1.0
- Cc1ccc(OCC(=O)NNC(=O)Cn2c(=O)cnc3ccccc32)cc1
    -3	-2	-3	4	0.7	-1	-9	1	-0.5
- CC(C)NC(=O)CCn1nc(-c2ccc(Cl)cc2)c2ccccc2c1=O
    6	-14	-9	-1	-1.2	-6	-1	9	-1.6
- CC(C)(C)OC(=O)NN1CC(=O)N2Cc3ccccc3C[C@@H]2C1=O
    -1	0	-3	1	-0.1	1	-4	9	-0.3

# Under each structure: NRP1-CendR mod	MsrA act	FAS-TE inh	PABP1 MLLE inh	MsrA inhibitor	MT1-MMP act inh	eLon inh	SKN-1 inh	Tb MetRS inh
- O=C(/C=C/c1ccco1)Nc1ccc(C(=O)N2CCOCC2)cc1
    -3	-8	-8	17	2.8	-6	0	8	-1.0
- COc1ccccc1C(=O)NCCOc1ccc(C(C)(C)C)cc1
    -4	-1	36	3	1.0	-2	-2	-7	-0.1
- O=C(NCCC1=CCCCC1)c1cc(COc2c(F)cccc2F)on1
    11	-1	12	-14	-1.8	0	-6	17	0.2
- Clc1ccc2nnc(Cl)n2n1
    -9	-9	-4	-3	-0.3	-3	-9	-3	-0.2
- COc1ccc(F)cc1S(=O)(=O)Nc1ccc(C)cc1
    2	-3	-2	10	0.7	-1	-16	7	-0.8
- COc1ccccc1CN1CCN(S(=O)(=O)c2ccc(C)cc2)CC1
    12	-1	8	-3	-1.7	1	6	7	-0.1
- Cc1cc(C)n2nc(CCCO)nc2n1
    2	-3	-6	-11	1.9	-1	-16	2	-0.7
- COc1ccc(CCNC(=O)CCCc2nnc3n(C)c(=O)c4sccc4n23)cc1OC
    3	-3	-5	18	-0.1	4	-4	-5	0.1
- COc1ccc(C(C)=O)cc1COc1ccc(-n2cnnn2)cc1
    13	-12	4	-10	0.1	-2	-1	6	-1.4
- COc1ccc(C(=O)N[C@H](C(=O)Nc2cccc(S(=O)(=O)N3CCOCC3)c2)C(C)C)cc1
    -14	-6	-9	1	-0.3	-53	-9	6	-0.2
- CCN1CCCC1CNC(=O)c1ccc(N2CCOCC2)c(NS(=O)(=O)c2ccc(OC)cc2)c1 (stereo not given)
    2	-4	-6	-11	-0.4	0	5	-8	0.0
- Cc1ccc(-c2nnn(CC(=O)N(Cc3cccs3)C(C(=O)NC3CCCCC3)c3ccco3)n2)o1 (stereo not given)
    14	-12	-20	-5	0.6	-1	-1	-17	-0.9
- CC1CCCCN1C(=O)C1CCN(S(=O)(=O)c2ccc(-n3cnnn3)cc2)CC1 (stereo not given)
    6	-4	2	-21	0.4	1	-1	2	0.2
- COc1ccc(C2/C=C\CN(S(=O)(=O)c3ccc(-c4ccccc4)cc3)CC(=O)N2Cc2ccc(F)cc2)cc1 (stereo not given)
    4	-2	14	-6	0.1	2	2	-8	-0.4
- CCOC(=O)C1(C(F)(F)F)N=C(c2cccnc2)OC(N2CCOCC2)=N1 (stereo not given)
    -7	0	-4	-8	0.1	4	-11	-4	-1.2

# Under each structure: NRP1-CendR mod	MsrA act	FAS-TE inh	PABP1 MLLE inh	MsrA inhibitor	MT1-MMP act inh	eLon inh	SKN-1 inh	Tb MetRS inh
- N#Cc1ccccc1OCC(=O)OCC(=O)c1ccc[nH]1
    14	-6	-8	-1	-1.0	-1	-10	-18	-0.3
- CC(C)C[C@@H](CN1CCCC1CN1C(=S)NC[C@@H]1Cc1ccccc1)N1C[C@H](Cc2ccccc2)N(CC2CCCCCC2)C1=S (stereo not given in full)
    -5	-2	-93	·	-0.5	4	-10	-4	0.5
- O=C(Cc1cccs1)Nc1cc(S(=O)(=O)N2CCCCC2)ccc1Cl
    0	0	18	-29	-0.6	11	-3	12	-0.1
- Cc1cc(C(=O)NCc2ccc(Cl)cc2)n(-c2ccccc2)n1
    -1	-5	2	7	0.8	0	0	4	-0.9
- COc1ccc2c(c1)C(=O)N1[C@H]3c4cc(C)ccc4OC[C@@H]3[C@H](c3ccccc3)[C@]1(C)C(=O)N2
    -3	-2	73*	0	2.6	-24	0	7	-0.1
- COc1ccc(NS(=O)(=O)c2ccc(-c3cnc(C4CC4)o3)cc2)cc1OC
    15	-2	-1	-2	-0.1	-12	-4	-1	0.5
- CCCn1c(SCC(=O)OCC)nc(C(F)(F)F)cc1=O
    6	-3	9	-1	0.7	-1	4	6	-0.7
- COCc1cc(C)nc(Nc2ccc(C)cc2C)c1C#N
    7	-2	-5	4	1.0	1	-3	8	-0.5
- Cc1c(C(=O)NC(C)C2CC3CCC2C3)cccc1[N+](=O)[O-] (stereo not given)
    13	-2	11	10	-0.4	-1	10	2	-0.1
- CCOc1ccc(C(=O)NCCN(C)C)cc1
    3	-4	-6	0	-1.2	1	-1	14	-0.4
- O=C(COc1ccc(Br)cc1Cl)NCCCN1CCOCC1
    4	-3	-3	6	-1.0	-16	-5	-12	0.2
- Cc1ccc(Cn2c(S(=O)(=O)O)nc3ccccc32)cc1
    -8	-1	-9	20	0.1	3	0	0	-0.9
- NC(=O)C1CCN(Cc2nc(-c3cccs3)no2)CC1
    5	-2	-4	-1	0.4	2	0	11	0.2
- CCOC(=O)C1=C(COC(=O)CSc2ccc(C)cc2C)NC(=O)NC1C (stereo not given)
    0	-4	-2	17	-1.3	5	-9	14	-0.3
- Cc1ccc(Cn2ccc(=O)c(Cc3c(Cl)cccc3Cl)c2C)cc1
    22	-6	0	-5	0.5	-8	3	13	-0.3

# Under each structure: NRP1-CendR mod	MsrA act	FAS-TE inh	PABP1 MLLE inh	MsrA inhibitor	MT1-MMP act inh	eLon inh	SKN-1 inh	Tb MetRS inh
- CCOc1ccc(N(CC(=O)NC2CCCC2)C(=O)Cn2nnc(-c3ccc(C)o3)n2)cc1
    7	-3	3	-3	-0.8	1	-7	18	-0.1
- O=C(O)c1cccc2c1C(=O)N(c1ccccc1)C2
    14	0	-4	-9	-0.3	-2	4	1	1.0
- Cc1cc(C)c2cc(C(O)c3nnnn3Cc3ccccc3)c(=O)[nH]c2c1 (stereo not given)
    13	-1	-4	2	1.0	-3	-8	7	0.0
- O=C(C1CCN(Cc2cc(Cl)ccc2O)CC1)N1CCN(Cc2ccccc2)CC1
    -11	-2	-10	-2	-0.7	2	-9	-15	-0.3
- OC(c1ccccc1)c1ncc(-c2cccc(F)c2)[nH]1 (stereo not given)
    2	-3	-6	-7	0.4	2	-5	0	-0.2
- CC1=CS/C(=C(/C#N)C(=O)N2CCCCC2)N1c1ccccc1
    0	-4	-5	-3	4.1	4	-10	3	0.0

# Hits appear at their usual frequency; 4% or so of the library scored in one or more.
